Compound activity as filed in PubChem BioAssay.
CHT inh: inhibitors of human choline transporter CHT; High affinity choline transporter 1 (Homo sapiens), Q9GZV3; CHT-expressing cells, membrane potential dye, choline response; stronger effect = lower value; B-score at 10 µM; 0.86% of 310,000 active;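 active means B-score over 3 SD under the library average, and starting fluorescence ratio not unusually high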;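 further: choline stimulus applied at its EC90 after an EC20 pre-addition; B-score computed on integrated fluorescence ratio after choline addition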
CHT allo act: CHT positive allosteric modulators, primary screen, cell-based, membrane potential dye, choline EC20 | CHT-expressing cells; stronger effect = higher value; LV-AA mutant CHT in HEK293 cells | High affinity choline transporter 1 (Homo sapiens), Q9GZV3 | AID 488977, 2010 | 0.49% of 310,000 active | B-score at 10 µM;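 active means initial fluorescence not abnormally high and integrated response B-score, plate-corrected, over 3 SD above library mean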
STK33 inh: inhibitors of purified STK33 kinase, primary screen, biochemical, ADP-Glo luminescence, homogeneous, cell-free; AID 2661, 2010; 0.073% of 320,000 active; MBP phosphorylation; inhibition, % at 10 µM; Serine/threonine-protein kinase 33 (Homo sapiens), Q9BYT3;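 active means inhibition at or above 25%, using the most active replicate where run in duplicate; inactive means inhibition below 25%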
Target sequence (Q9BYT3 whole entry, looked up): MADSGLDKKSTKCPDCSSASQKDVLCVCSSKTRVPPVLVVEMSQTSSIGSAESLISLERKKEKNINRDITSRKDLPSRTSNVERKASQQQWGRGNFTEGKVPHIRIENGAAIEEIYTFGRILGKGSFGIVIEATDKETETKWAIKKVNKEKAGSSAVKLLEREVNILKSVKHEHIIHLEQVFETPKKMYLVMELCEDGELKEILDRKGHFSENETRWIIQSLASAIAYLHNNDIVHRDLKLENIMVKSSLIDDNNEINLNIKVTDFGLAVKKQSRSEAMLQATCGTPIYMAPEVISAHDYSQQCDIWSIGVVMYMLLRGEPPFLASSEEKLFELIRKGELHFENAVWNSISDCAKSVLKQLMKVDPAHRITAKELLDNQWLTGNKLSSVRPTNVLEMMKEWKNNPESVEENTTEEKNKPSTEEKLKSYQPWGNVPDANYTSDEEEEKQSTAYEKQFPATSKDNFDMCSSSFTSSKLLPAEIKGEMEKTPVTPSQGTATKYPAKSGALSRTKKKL
Numbers without * were called inactive; i = inactive; · = not tested or not shown.

SMILES | STK33 inh | CHT allo act | CHT inh
Cc1cc(C)c2oc(C(=O)NC3CCS(=O)(=O)C3)cc(=O)c2c1 (stereo not given) | -0.2 | i | i
Cn1cccc1Cc1nnc(SCC(=O)N2CCCc3ccccc32)n1-c1ccc(F)cc1 | 0.3 | i | i
CCn1cc(C(=O)NCCc2ccc(C)cc2)c(=O)c2cc(S(=O)(=O)N(C)C)ccc21 | -1.0 | i | i
Cc1c(C(=O)Nc2ccccc2)sc2nc3n(c(=O)c12)CCCCC3 | -1.6 | i | i
O=C(NCCCNC(=O)c1ccco1)c1ccc(F)cc1 | 1.4 | i | i
COC(=O)c1c(C)cc(O)c(C)c1O | 0.7 | i | i
CCc1ccc(S(=O)(=O)N2CCN(C(=O)C3CCN(C(C)=O)CC3)CC2)cc1 | -1.2 | i | i
O=C(OCCOc1cccc(Cl)c1)c1ccc2ncsc2c1 | -0.3 | i | i
Cn1c(SCC(=O)c2ccccc2)nnc1-c1cccs1 | -0.4 | i | i
CCCCOc1ccc(N=Nc2ccc(N)nc2N)cn1 | 4.7 | i | i
CC(NC(=O)Cn1cccc1C(=O)c1ccccc1)c1ccc2c(c1)OCCO2 (stereo not given) | 0.6 | i | i
COC(=O)CCC(=O)NC(=S)Nc1cc(Cl)ccc1Cl | 1.9 | i | i
Cc1nnsc1-c1onc(C)c1C(=O)O/N=C/c1ccc(Cl)cc1 | -1.3 | i | i
Cc1ccc2c(Cn3ccnc3)cc(=O)oc2c1C | -0.2 | i | i
O=C(Cc1ccccc1)Nc1ccc(NC(=O)c2cccs2)cc1 | -0.5 | i | i
CC(C)CN(CC(C)C)S(=O)(=O)N1CCC(C(=O)NCc2cccs2)CC1 | -1.3 | i | i
O=C(NC1CCCCC1)[C@H](CSCc1ccccc1)N1Cc2ccccc2C1=O | 0.6 | i | i
CC(C)(C)c1nnc(NC(=O)CS(=O)(=O)Cc2ccccc2)s1 | -0.9 | i | i
Cc1onc(-c2ccccc2)c1C(=O)Nc1nc(-c2cc(F)ccc2F)cs1 | -0.2 | i | i
CC1=NC(C)(C)Cc2ccccc21 | -0.4 | i | -10*
CC1CCCN(c2nc3ccccc3nc2C(C#N)S(=O)(=O)c2ccccc2)C1 (stereo not given) | -1.2 | i | i
CC(C)OC(=O)CN1CCN(C2c3ccccc3-c3ccccc32)CC1 | -0.5 | i | -5.6*
C/C(=N\NC(=O)c1cccs1)C(C)(C)C | 0.1 | i | i
CC(=O)Nc1ccc(S(=O)(=O)NCC(=O)NC(C)c2ccc(S(N)(=O)=O)cc2)cc1 (stereo not given) | -0.1 | i | i
O=S(=O)(c1cccc2cccnc12)N1CCN(c2ccccc2)CC1 | -0.4 | i | i
CCOc1ccccc1C(=O)OCC(=O)NCCNC(=O)COC(=O)c1ccccc1OCC | -2.2 | i | i
COc1ccc(CCNC(=O)Cc2ccc(C)cc2)cc1OC | · | i | i
O=[N+]([O-])c1ccccc1OCCOc1ccccc1[N+](=O)[O-] | -0.6 | i | i
NC(N)=NC(=S)Nc1ccc(Cl)cc1 | -0.6 | i | i
CCCN(CCC)C(=O)C1CC(=O)OC12CCCCC2 (stereo not given) | 0.7 | i | i
OC(CN1CCCC(C(F)(F)F)C1)c1ccccc1 (stereo not given) | -0.1 | i | i
OCC[C@H]1C[C@@H](O)[C@H](O)[C@@]2(OCCc3ccccc32)O1 | 0.1 | i | i
CCOC(=O)c1c(NC(=O)COC(=O)/C=C/c2ccco2)sc2c1CC(C)(C)NC2(C)C | -2.1 | i | i
Cc1onc(-c2ccccc2Cl)c1C(=O)Nc1ccc(-n2nncc2C(C)(C)C)cc1 | -0.8 | i | i
CCN(CC)CCNC(=O)c1ccc(NC(=O)COc2ccccc2F)cc1 | -1.6 | i | i
O=C(Nc1ccc(-c2noc(CCc3ccccc3)n2)cc1)c1ccco1 | -0.2 | i | i
S=C(Nc1nc2c(s1)CCCC2)NC1CC1 | 3.7 | i | i
CC(C)CC(=O)NC(=S)N(Cc1ccccc1)Cc1ccccc1 | 1.8 | i | i
COC(=O)c1ccc(Cl)c(NC(=O)NC2CCCCC2)c1 | -0.2 | i | i
c1ccc(Nc2nc3ccccc3n3nnnc23)cc1 | -0.9 | i | i
N#CCSc1ccc2nc(-c3ccccc3)cn2n1 | -0.8 | i | i
CCOc1cc(Br)c(CN2C(=O)NC3(CCCCCC3)C2=O)cc1OCC | -0.8 | i | i
CC1CCc2sc(C(=O)NNS(=O)(=O)c3ccc(F)c(F)c3F)cc2C1 (stereo not given) | · | i | i
O=S(=O)(NCc1ccccc1)c1ccc(S(=O)(=O)N2CCCCC2)cc1 | -0.7 | i | i
CCOC(=O)C1CCN(C(=O)c2ccccc2N(C)S(C)(=O)=O)CC1 | -1.2 | i | i
COc1ccc(N2CCN(c3ccc([N+](=O)[O-])cc3Cl)CC2)cc1 | -1.7 | i | i
O=C(COc1ccc2c3c(c(=O)oc2c1)CCC3)c1ccc2c(c1)OCO2 | -3.0 | i | i
CCc1ccc(-c2nc(CS(=O)CC(=O)NCc3ccc4c(c3)OCO4)c(C)o2)cc1 (stereo not given) | 0.3 | i | i
COc1cc(C2c3c(-c4cc(Cl)c(C)cc4O)n[nH]c3C(=O)N2Cc2cccnc2)ccc1O (stereo not given) | -0.6 | i | i
C#CCOC(=O)c1ccccc1C(=O)OCC#C | -3.1 | i | i
O=C(CCOc1ccccc1)Nc1cccc([N+](=O)[O-])c1 | 0.6 | i | i
CCN(CC)S(=O)(=O)c1cccc(C(=O)N/N=C/c2cc(OC)c(O)c(OC)c2)c1 | 0.2 | i | i
O=C(c1ccc2ccccc2n1)N1CCN(c2ccccn2)CC1 | -1.1 | i | i
CCOc1cc(/C=N\Nc2nc(-c3ccc(C)cc3)c(NC(C)=O)s2)ccc1O | -0.5 | i | i
CN(CCO)c1ccc([N+](=O)[O-])cc1C(=O)O | 0.2 | i | i
CCOn1c(SCC)nc2ccccc2c1=O | 0.1 | i | i
COc1ccc(NS(=O)(=O)c2cc(C)ccc2NC(=O)c2cc(C)oc2C)cc1 | 0.5 | i | i
CCC(C)(C(=O)NC1CCCCC1)N(C(=O)CNC(=O)c1ccccc1)c1c(C)n(C)n(-c2ccccc2)c1=O (stereo not given) | -0.7 | i | i
COc1ccc(C)cc1NC(=O)CSc1nnc(-c2ccco2)n1N | -0.2 | i | i
C/C=C(\C)c1nnc(NC(=O)C(C)C)s1 | 2.1 | i | i

In a second layout: entries from further up
Each structure is followed by: STK33 inh, CHT allo act, CHT inh
Cc1onc(-c2ccccc2Cl)c1C(=O)Nc1ccc(-n2nncc2C(C)(C)C)cc1
→ -0.8, i, i
CCN(CC)CCNC(=O)c1ccc(NC(=O)COc2ccccc2F)cc1
→ -1.6, i, i
O=C(Nc1ccc(-c2noc(CCc3ccccc3)n2)cc1)c1ccco1
→ -0.2, i, i
S=C(Nc1nc2c(s1)CCCC2)NC1CC1
→ 3.7, i, i

(list continues)
SMILES | STK33 inh | CHT allo act | CHT inh
COC(=O)C(C)Sc1nc2ccsc2c(=O)n1Cc1ccccc1 (stereo not given) | 0.2 | i | i
Cc1ccc(NC(=O)CC2CS(=O)(=O)CC2CC(=O)Nc2ccc(C)c(C)c2)cc1C (stereo not given) | -0.3 | i | i
Cc1ccc(S(=O)(=O)N/N=C/c2ccccc2O)cc1[N+](=O)[O-] | -0.5 | i | i
O=C(CSc1ncnc2c1oc1ccccc12)Nc1cccc(C(F)(F)F)c1 | -1.7 | i | i
CN(C)/C=N/c1nc2nccc(-c3ccccn3)n2n1 | -0.3 | i | i
CC1(C)C2C/C(=N\O)C(C)(/[N+]([O-])=C/c3cccc([N+](=O)[O-])c3)CC21 (stereo not given) | 0.0 | i | i
CC(C)c1ccc(/C=N/NC(=O)CN(c2cccc(Cl)c2Cl)S(C)(=O)=O)cc1 | -1.1 | i | i
O=C1S/C(=C\c2ccc(N3CCOCC3)o2)C(=O)N1Cc1c(F)cccc1Cl | -2.2 | i | i
CN(CC(=O)Nc1ccc(F)c(F)c1F)C1CCCCC1 | 0.5 | i | i
CCOC(=O)c1c(NC(=S)NC(C)=O)sc(C)c1C | 0.1 | i | i
Cc1ccn(C(C)CC(=O)N2CCc3ccccc32)n1 (stereo not given) | 1.0 | i | i
Oc1ccc(Cc2ncc(C(F)(F)F)cc2Cl)cc1 | -2.5 | i | i
Cn1ccnc1C(=O)c1ccc(N)cc1 | -0.4 | i | i
CNC(=O)/C=C1\NC(C)(C)Cc2c1ccc1ccccc21 | -0.4 | i | i
Cn1c(=O)[nH]c(=O)c2c1nc(Br)n2CCC(=O)c1ccccc1 | · | i | i
CC1CC2=C(C(=O)O1)C(c1ccc(Cl)cc1)Nc1ccccc1N2 (stereo not given) | -1.8 | i | i
O=C(Nc1ncccn1)c1cc(-c2ccc(F)cc2)nc2ccccc12 | 1.3 | i | i
CC(Sc1nncn1C)C(=O)Nc1ccc(Cl)cn1 (stereo not given) | 1.0 | i | i
Cc1ccc(OCc2n[nH]c(=S)n2-c2ccc(Br)cc2)cc1 | -2.5 | i | i
CCOC(=O)C1(CC2CC2)CCN(Cc2ccc(OC)cc2F)CC1 | -1.3 | i | i
O=C(Cc1ccc(-n2c(=O)c3ccccc3n(CC(=O)Nc3ccc(F)cc3F)c2=O)cc1)NCc1ccco1 | -0.4 | i | i
Cc1nn(-c2ccccc2)c(C)c1-c1ccccc1O | -0.7 | i | i
COc1ccc(OCC(O)Cn2c(Nc3cccc(C)c3)nc3c2c(=O)n(C)c(=O)n3C)cc1 (stereo not given) | · | i | i
Cc1cc(=O)cc(C)n1-c1ccc(F)cc1F | -1.6 | i | i
COc1cc(/C=C2\CC/C(=C\c3cc(OC)c(OC)c(OC)c3)C2=O)cc(OC)c1OC | -1.5 | i | i
Cc1ccc(/C=N/n2c(-c3ccco3)n[nH]c2=S)s1 | -0.9 | i | i
Cc1ccc(CSCC2Nc3ccc(C(=O)N4CCN(c5ccc(F)cc5)CC4)cc3NC2=O)cc1 (stereo not given) | -1.9 | i | i
Cc1ccc(NC(=O)c2cc(Cl)nc3ccccc23)cc1 | -0.1 | i | i
COc1ccc(N2CCN(C3CCCN(S(=O)(=O)c4ccc(C)cc4C)C3)CC2)cc1 (stereo not given) | 4.3 | i | i
COc1ccc(Br)cc1S(=O)(=O)N(CC(=O)N1CCN(C)CC1)c1ccccc1 | -0.8 | i | i
O=C(CSCc1cnn(-c2ccccc2)c1-n1cccc1)NCCN1CCOCC1 | -1.2 | i | i
Cc1cc(OCC(=O)O/N=C(\N)c2ccccc2)cc(C)c1Cl | -0.8 | i | i
CCC(C)(C)NC(=O)C(c1cccnc1)N(C(=O)c1csnn1)c1ccccc1 (stereo not given) | 0.0 | i | i
O=C(NC(=S)Nc1ccc(N2CCOCC2)c(Cl)c1)c1cncc(Br)c1 | -0.5 | i | i
COc1ccc(CNc2nc(SCC(=O)NCc3ccco3)nc3ccccc23)cc1 | -5.0 | i | i
Cc1cc(=O)c2cc(Cl)ccc2[nH]1 | -0.7 | i | i
COCc1cc(=O)n2[nH]c(SCc3ccccc3)nc2n1 | -2.1 | i | i
CCCC(=O)OCC(=O)Nc1ccccc1C#N | -0.8 | i | i
Cc1cc(C(=O)OCC(=O)Nc2sc3c(c2C#N)CCC(C)C3)c2ccccc2n1 (stereo not given) | -1.1 | i | i
COc1cccc(N2CCN(S(=O)(=O)c3ccc(-n4cnnn4)cc3)CC2)c1 | -0.1 | i | i
COc1ccc(C)c2sc(N(CCCN(C)C)C(=O)c3ccc(S(=O)(=O)N4CCc5ccccc5C4)cc3)nc12 | 0.0 | i | i
COCCNCCOCCOc1cccc(OC)c1 | 0.6 | i | i
O=C(CCNS(=O)(=O)c1cccs1)Nc1ccccc1F | 0.3 | i | i
Cn1cnnc1SCC(=O)NC1CCCCC1 | -1.2 | i | i
CCN(C(=O)Cn1cnc2c(nc3n2CCCCC3)c1=O)c1cccc(Cl)c1 | 0.1 | i | i
O=C(c1ccco1)N1CCN(S(=O)(=O)c2ccc(Br)s2)CC1 | 0.8 | i | i
CCCCN(CCCC)c1cc(C)nc(-c2ccccc2O)n1 | -0.7 | i | i
COc1ccccc1N1CCN(S(=O)(=O)c2ccc3c(c2)n(C)c(=O)n3C)CC1 | -0.9 | i | i
CCOC(=O)c1c(C)c(C(=O)NCc2ccccn2)c(C)n1C | -1.1 | i | i
CCOC(=O)C(NC(=O)CC)(Nc1sc(C)c(CC)c1C#N)C(F)(F)F (stereo not given) | -2.0 | i | i
Cc1ccc(CNC(=O)C2CCCN(S(=O)(=O)c3cccnc3)C2)cc1 (stereo not given) | 0.3 | i | i
COc1cc(C)nc(N(Cc2ccccc2)S(=O)(=O)c2ccc(C)cc2)n1 | -2.7 | i | i

Record cards (already shown). Order of screens: STK33 inh	CHT allo act	CHT inh
COc1cccc(N2CCN(S(=O)(=O)c3ccc(-n4cnnn4)cc3)CC2)c1 as listed: -0.1	i	i
COc1ccc(CNc2nc(SCC(=O)NCc3ccco3)nc3ccccc23)cc1 as listed: -5.0	i	i
Cn1cnnc1SCC(=O)NC1CCCCC1 as listed: -1.2	i	i
Cc1cc(OCC(=O)O/N=C(\N)c2ccccc2)cc(C)c1Cl as listed: -0.8	i	i
